Assay outcomes (PubChem BioAssay)
tuberculosis growth – growth inhibition of non-replicating M. tuberculosis (AID 488890). Mycobacterium tuberculosis non-replicating, growth inhibition; higher % means a stronger effect. one-dose inhibition, % at 25 µM; IC50 in µM for titrated hits. 0.39% of 320,000 active; in the data active = a potency from the dose series; inconclusive = inhibition mostly from about 82% at the one dose, without a potency; inactive = the rest, 99 in 100 with inhibition below about 76%;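 also: plate controls were DMSO cells for no effect and high antibiotic wells for full effect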
H37Rv inhibition – M. tuberculosis growth inhibition, HTS (AID 449762); M. tuberculosis H37Rv growth inhibition, 7H9 media; higher % means a stronger effect; inhibition, % at 25 µM, or IC50 in µM where a hit was titrated; 0.59% of 330,000 active; in the data active = a potency from the dose series; inconclusive = inhibition above about 70% without an active follow-up result;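 also: bacterial growth assessed after seven days of incubation; strong numbers were not always called active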
Salmonella PhoP GFP – PhoP regulon inhibitors, Salmonella typhi PhoP promoter GFP reporter, confirmatory (AID 1850); 0.33% of 310,000 active; Salmonella Typhi PhoP-promoter GFP reporter, fluorescence, 4 h; higher % means a stronger effect; inhibition, % at 50 µM; hits with a dose series show IC50 in µM; in the data active = a potency from the dose series; inconclusive = inhibition mostly from about 25% at the one dose, without a potency; inactive = the rest, 99 in 100 with inhibition below about 19%;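 also: 0% = induced wells with vehicle and 100% = uninduced wells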
H1N1 NS1A inhibition – H1N1 influenza NS1A inhibitors, functional cell based assay (AID 504329); NS1A functional cell-based assay, percent inhibition; higher % means a stronger effect; one-dose inhibition, % at 12.5 µM; IC50 in µM for titrated hits; 0.3% of 340,000 active; in the data active = a potency from the dose series; inconclusive = inhibition above about 27% without an active follow-up result; also: strong numbers were not always called active
inhibitors of VEEV – inhibitors of VEEV TC-83 cytopathic effect, confirmation, Vero cells (AID 588727) | Vero cells, VEEV TC-83 cytopathic effect inhibition; higher % means a stronger effect | inhibition, % at 20 µM; hits with a dose series show IC50 in µM | 0.13% of 350,000 active; in the data active = a potency from the dose series; inconclusive = inhibition mostly from about 14% at the one dose, without a potency; inactive = the rest, 99 in 100 with inhibition below about 12%; also: strong numbers were not always called active
inhibitors of VEEV 10K pilot screen – further read-out of inhibitors of VEEV, marked with its call; inhibition, %; measured here: 10K pilot screen inhibition
Numbers without * were called inactive; i = inactive; ? = inconclusive; / = not tested or not shown. Not a hit list, and some 1.6% of all compounds hit somewhere here.

SMILES	tuberculosis growth	H37Rv inhibition	Salmonella PhoP GFP	H1N1 NS1A inhibition	inhibitors of VEEV	others
CSC1=C(C#N)C(c2cccc(Br)c2)CC(=O)N1 (centres undefined)	9%	-4%	-6%	4%	i
O=C(NCCc1cn2ccccc2n1)c1cc(COc2ccc3ncccc3c2)on1	13%	9%	17%	-4%	12%
CN(c1ccccc1)S(=O)(=O)c1ccc(C(=O)Nc2nnc(-c3ccco3)o2)cc1	?	?	11%	-4%	7.8%
O=C(c1ccc(Cl)c([N+](=O)[O-])c1)N(Cc1ccc(F)cc1)C1CCS(=O)(=O)C1 (centres undefined)	11%	-6%	-1%	8%	i
C#CCOCCOCCOCCNc1nc(N2CCN(C(=O)[C@H]([C@@H](C)CC)n3cc(CCCN=C(N)N)nn3)CC2)nc(N2CCN(C(=O)[C@H](CCCCN)n3cc(CCCC)nn3)CC2)n1	72%	62%	4%	8%	0.9%
CC1(C)C(c2cccs2)=[N+]([O-])C2(CCCCC/C2=N\NC(N)=S)N1O (centres undefined)	40%	-2%	1%	-3%	5.2%
Cc1ccc2nc(-c3ccccn3)c(Nc3ccccc3C)n2c1	?	?	0%	-32%	4.2%
CC(C)(C)C(=O)N(CCN(C(=O)C(C)(C)C)c1ccccc1)c1ccccc1	-8%	1%	3%	-3%	i
CC(C)OCCCNC(=O)C(NS(=O)(=O)c1ccc2c(c1)c(=O)n(C)c(=O)n2C)c1ccccc1 (centres undefined)	-13%	-4%	0%	/	/
O=C(NCc1ccc(Cl)cc1)c1ccc(Br)o1	?	10%	-19%	0%	i	inhibitors of VEEV 10K pilot screen=0.1
CSc1nsc(SC)c1NC(=O)OCc1ccccc1	4%	8%	-11%	2%	3.1%
COc1ccc(S(=O)(=O)N2CCCCC2)cc1NC(=O)c1cccc(S(=O)(=O)N2CCOCC2)c1	/	/	/	-4%	1.5%
C=CCn1c(NC(=O)c2ccc(C)cc2)c(C#N)sc1=N	23%	-5%	1%	1%	1.4%
COC1/C=C/C=C(\C)Cc2cc(O)c(Cl)c(c2)N(C)C(=O)CC(OC(=O)C(C)C)C2(C)OC2C(C)C2CC1(O)NC(=O)O2 (centres undefined)	/	/	/	3%	24%
CSc1ccc(S(=O)(=O)N2CCC(C(=O)N3CCOCC3)CC2)cc1	-10%	2%	0%	8%	2.2%
O=C(Nc1cn(-c2ccccc2)nc1-c1cccs1)c1ccco1	3%	25%	9%	3%	7.4%
COc1ccc(-n2c(=S)[nH]c3c(oc4ccccc43)c2=O)cc1	-27%	6%	9%	2%	2.1%
CN(C)CCCNC(=O)CC(c1ccccc1)c1ccccc1O (centres undefined)	8%	-5%	16%	3%	i
Cc1nnc(SCc2ccc(Cl)cc2)n1CC1CCCO1 (centres undefined)	-3%	0%	7%	-20%	2.6%
COc1cc(/C=N/N=C(\N)c2nonc2N)cc(OC)c1O	3%	-3%	0%	-16%	0.8%

5 structures out of the list, ordered by SMILES length, descending:
SMILES	tuberculosis growth	H37Rv inhibition	Salmonella PhoP GFP	H1N1 NS1A inhibition	inhibitors of VEEV	others
COC1/C=C/C=C(\C)Cc2cc(O)c(Cl)c(c2)N(C)C(=O)CC(OC(=O)C(C)C)C2(C)OC2C(C)C2CC1(O)NC(=O)O2 (centres undefined)	/	/	/	3%	24%
COc1ccc(S(=O)(=O)N2CCCCC2)cc1NC(=O)c1cccc(S(=O)(=O)N2CCOCC2)c1	/	/	/	-4%	1.5%
CSc1ccc(S(=O)(=O)N2CCC(C(=O)N3CCOCC3)CC2)cc1	-10%	2%	0%	8%	2.2%
O=C(Nc1cn(-c2ccccc2)nc1-c1cccs1)c1ccco1	3%	25%	9%	3%	7.4%
Cc1nnc(SCc2ccc(Cl)cc2)n1CC1CCCO1 (centres undefined)	-3%	0%	7%	-20%	2.6%

(cont.)
SMILES	tuberculosis growth	H37Rv inhibition	Salmonella PhoP GFP	H1N1 NS1A inhibition	inhibitors of VEEV	others
CCC(CO)Oc1cc(NCc2ccccc2)c2ncn(C3CCCC3)c2c1 (centres undefined)	21%	6%	/	-15%	6.1%
Cn1ncc(Br)c1C(=O)NC1CCCCCCC1	/	/	/	-5%	3.7%
CC1CCCN(S(=O)(=O)c2ccc(N(C(=O)c3cnccn3)C(C(=O)NC3CCCCC3)c3cccs3)cc2)C1 (centres undefined)	57%	60%	-4%	9%	0.2%
CC(C)OCCCn1c(=O)c2ccccc2n2c(CCC(=O)NCc3ccccn3)nnc12	-3%	-4%	0%	-5%	2.0%
CC(=O)c1cc(-c2ccccc2)n(CC(=O)Nc2ccc(C)c(C)c2)c1C	-3%	5%	-1%	-13%	0.3%
COc1cc2cc(CN(CCO)S(=O)(=O)c3ccccc3Cl)c(=O)[nH]c2cc1OC	5%	1%	-11%	-1%	6.0%
CC(C)NC[C@H](O)COc1cccc2[nH]ccc12	-8%	-1%	-14%	2%	1.9%
COc1ccc(C(NC(=O)C2CCCCC2)c2c(O)ccc3ccccc23)cc1 (centres undefined)	18%	-27%	-1%	2%	1.4%
CCOC(=O)CSc1nnc(Cn2nnc(-c3ccccc3)n2)n1C	?	-3%	6%	-23%	i
Nc1ccc2nc(-c3ccccn3)[nH]c2c1	-4%	1%	13%	15%	7.3%
CCOc1cc2[nH]c(=S)n(CCc3ccc(OC)c(OC)c3)c(=O)c2cc1OCC	-4%	4%	4%	1%	4.8%
CCN(CC)c1ccc(NC(=O)COC(=O)Cc2ccsc2)cc1	/	/	/	3%	1.5%
CSCCC(NC(=O)c1ccccc1Br)C(=O)NCC(c1ccco1)N1CCCCC1 (centres undefined)	-1%	-4%	-2%	-2%	0.9%
CN(C)[C@@H](CO)c1nnc([C@H](CCC(=O)O)NC(=O)C2CCNCC2)o1	-18%	0%	6%	-2%	0.6%
COc1ccc(/C=C(\C#N)C(=O)OCC(=O)Nc2ccc(C(C)(C)C)cc2)cc1	1%	-7%	-5%	-1%	0.4%
O=C(Nc1ccc(Cl)cc1)Nc1csc([N+](=O)[O-])c1	?	?	-3%	/	i
O=C(Nc1cccc([N+](=O)[O-])c1)Nc1ccc2c(c1)CCC2	-6%	5%	-2%	1%	4.2%
CC(C)(C)c1cc(NC(=O)COC(=O)c2nccnc2N)n(-c2ccccc2)n1	23%	7%	1%	-1%	1.0%
Cc1nn2c(N3CCN(c4ccccn4)CC3)cc(C(C)C)nc2c1-c1ccccc1	/	/	/	-9%	i
COc1ccc(Cn2c(CCCO)nc3ccccc32)cc1OC	-2%	-3%	-1%	3%	0.9%
CC(C)COC(=O)n1c(SCC(=O)N(C)C)nc2ccccc21	-9%	0%	5%	7%	1.0%
C=CCC(CC(O)COCCC)C(=O)NNC(=S)Nc1ccccc1 (centres undefined)	26%	-4%	2%	-4%	0.1%
COc1ccccc1N1C(=NC(=O)C2CCCCC2)SC2CS(=O)(=O)CC21 (centres undefined)	-3%	7%	-4%	-1%	1.3%
OCCC1CN(CC2CCCCC2)CCN1C1CCCC1 (centres undefined)	-8%	-1%	6%	-1%	0.6%
CN(C)CCCNS(=O)(=O)c1ccc(Oc2ncc(C(F)(F)F)cc2Cl)cc1	18%	11%	15%	-2%	i
O=C(C1=C(O)C(=O)N(c2ncccn2)C1c1ccc(F)cc1)c1ccco1 (centres undefined)	5%	-6%	-11%	-20%	i
CC(C)CCc1noc(CN2CCN(c3ccc(Cl)cn3)CC2)n1	79%	16%	2%	-2%	0.5%
CN1CCN(C(CC(=O)Nc2cccc(O)c2)C(=O)O)CC1 (centres undefined)	-11%	-1%	14%	/	/
CN1C(=O)C2(C(C#N)=C(N)Oc3n[nH]c(-c4ccc(Cl)cc4)c32)c2ccccc21 (centres undefined)	41%	1%	6%	23%	4.1%	inhibitors of VEEV 10K pilot screen=1.2
CCOCCCNC(=O)C(c1ccc(C)cc1)N(Cc1ccc2c(c1)OCO2)C(=O)c1ccccn1 (centres undefined)	4%	7%	4%	5%	8.0%
O=C1C2C3C=CC(CC3)C2C(=O)N1c1ccc([N+](=O)[O-])cc1 (centres undefined)	-3%	2%	-1%	5%	0.8%
CN(C)/C=C/C(=O)c1ncc(C(F)(F)F)cc1Cl	-1%	6%	11%	-2%	0.4%
CC(=O)Nc1cc(C(=O)N(C)Cc2ccccc2)ccc1S(=O)(=O)c1ccc(C)cc1	-5%	-3%	3%	-3%	0.7%
O=C(COC(=O)CCN1C(=O)c2cccc([N+](=O)[O-])c2C1=O)NCc1ccccc1	-1%	2%	3%	-9%	0.9%
Cc1ccc(-c2c(C)sc3nc(CN4CCN(CC(=O)NC5CC5)CC4)[nH]c(=O)c23)cc1	35%	?	/	-17%	3.3%
CC(CC(=O)N(C)c1c(N)n(Cc2ccccc2)c(=O)[nH]c1=O)c1ccccc1 (centres undefined)	-5%	3%	10%	-14%	2.4%
O=C(NCCCCl)C1CC(=O)N(CCc2ccc(F)cc2)C1 (centres undefined)	/	1%	-4%	-3%	0.8%
Cc1ccc(C(=O)CCC(=O)Nc2ccccc2C)c(C)c1	51%	13%	-3%	-58%	i
CC(CNC(=O)C1CCCCC1)NC(=O)C1CCCCC1 (centres undefined)	0%	-4%	3%	-4%	1.6%
O=C(NC1CCCCCC1)C(=S)NCc1ccccc1	17%	-2%	1%	7%	1.6%
CCOC(=O)c1[nH]c2c(c1-c1ccccc1)C(=O)CC(c1ccc(OC)c(OC)c1)C2 (centres undefined)	-20%	-1%	2%	9%	8.8%
O=C(C1CC(c2ccc(F)cc2)=NO1)N1CCC2(CC1)OCCO2 (centres undefined)	-13%	-6%	-9%	3%	7.7%
O=C(NC(=S)Nc1ccccc1N1CCN(C(=O)c2ccccc2)CC1)c1ccccc1F	47%	?	-6%	-4%	5.1%
O=C(O)C(Cc1ccccc1)N1C(=O)c2cccc3cccc(c23)C1=O (centres undefined)	10%	4%	4%	3%	0.7%
COCCNC(=O)c1ccc(N2CC3CC(C2)c2cccc(=O)n2C3)c(NC(=O)c2cc(OC)cc(OC)c2)c1 (centres undefined)	-7%	-2%	11%	-1%	0.3%
Cc1ccc(C)c(NC(=O)C(=O)NCc2ccccn2)c1	-15%	5%	-4%	-2%	i
O=c1c(Cc2ccccc2)c(O)ccn1Cc1ccc2c(c1)OCO2	-13%	3%	0%	-1%	3.2%
CN(C)c1cccc(C(=O)OCC(=O)NC2CCCC2)c1	-3%	-3%	12%	18%	i
COc1ccccc1S(=O)(=O)NCc1ccc(C(=O)NC(C)c2ccccn2)cc1 (centres undefined)	5%	-2%	/	1%	0.7%
O=C(CN1C(=O)CC(c2ccccc2)=Nc2ccccc21)NC1CCCCC1	28%	2%	-5%	8%	4.6%

2 neighbouring entries already listed, for reference:
SMILES	tuberculosis growth	H37Rv inhibition	Salmonella PhoP GFP	H1N1 NS1A inhibition	inhibitors of VEEV	others
COc1ccccc1S(=O)(=O)NCc1ccc(C(=O)NC(C)c2ccccn2)cc1 (centres undefined)	5%	-2%	/	1%	0.7%
O=C(CN1C(=O)CC(c2ccccc2)=Nc2ccccc21)NC1CCCCC1	28%	2%	-5%	8%	4.6%

Later entries
SMILES	tuberculosis growth	H37Rv inhibition	Salmonella PhoP GFP	H1N1 NS1A inhibition	inhibitors of VEEV	others
COc1cc(CC(=O)NCCc2ccc(S(N)(=O)=O)cc2)cc(OC)c1OC	-18%	-2%	9%	-8%	0.7%
O=[N+]([O-])c1ccc(P(=O)(Cc2ccccc2)c2ccccc2O)cc1 (centres undefined)	4%	3%	5%	-3%	0.3%
Cc1ccc(Nc2c(-c3ccccc3O)nc3cnccn23)cc1	5%	60%	6%	6%	6.0%
CCCOc1ccc(C(=O)Nc2nc(C)c(Cc3ccc4c(c3)OCO4)s2)cc1	-15%	14%	-6%	-4%	1.0%
O=C(Cc1c(F)cccc1Cl)OCC(=O)N1CCc2ccccc21	49%	2%	/	2%	0.5%
O=C(NCC1CCCO1)C1CCC(=O)N1Cc1ccc(F)cc1 (centres undefined)	2%	0%	-10%	7%	1.5%
Nc1cccc(CCc2nc3ccccc3[nH]2)c1	1%	17%	9%	13%	0.1%
COc1ccc2oc(=N)c(C(=O)Nc3ccc(Br)cc3)cc2c1	?	3%	-5%	4%	i
COc1ccc(COC(=O)c2cc(S(=O)(=O)N3CCCCC3)ccc2N2CCOCC2)cc1	-11%	-7%	0%	-4%	0.9%
COc1ccc(C(CC(=O)O)NC(=O)c2ccco2)cc1 (centres undefined)	-17%	-19%	-10%	-7%	i
CCc1c(-c2ccccc2)[n+](=O)c2c(n1[O-])CCC2	-6%	0%	3%	-8%	i
O=C1CCC/C=C/C[C@@H](CC(=O)N(CCO)Cc2ccccc2)C(=O)NC[C@@H](c2ccccc2)O1	4%	9%	/	-3%	i	inhibitors of VEEV 10K pilot screen=0.0
